Source: PubChem BioAssay
SUMO HTRF inh: SUMOylation inhibition. P63279. HTRF SUMOylation assay, SAE1/SAE2 + UBC9, in vitro. inhibition, % at 35 µM. actives 0.36% (n = 290,000). AID 2006; in the data active = inhibition above about 50%, passing the limit was not always enough; also: strong numbers were not always called active
HCV NS3 hel inh: blocks Hepatitis C virus NS3 helicase unwinding; NS3 helicase DNA unwinding, Cy5 molecular beacon fluorescence; inhibition, % at 10.9 µM; actives 0.56% (n = 290,000); AID 1800;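 active = inhibition above the mean of all tested compounds plus 3 SD, set per campaign, cut at about 35% in these data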;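 also: 0% = DMSO wells and 100% = thioflavine S control wells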
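Test system: hepatitis C virus NS3 helicase domain fragment enzyme. Also added: annealed dual-labelled DNA beacon duplex, ATP-started. Timing: 60 min unwinding reaction at 25 °C after ATP addition. Technique: Cy5 fluorescence. Measure: % inhibition of unwinding.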
PfM18AAP inh: blocks P. falciparum M18 aspartyl aminopeptidase. recombinant PfM18AAP, H-Glu-NHMec fluorogenic cleavage. inhibition, % at 7.35 µM. actives 1.2% (n = 290,000). AID 1822;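 active = inhibition above the campaign mean inhibition over all tested compounds plus 3 SD, cut at about 28% in these data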;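 also: 0% = plate median of test compound wells and 100% = 2 mM ZnCl2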
IDE cell activ: activators of human insulin-degrading enzyme in cells; HEK cells, FAbeta-B cleavage, fluorescence polarization; 0% vehicle, 100% cell-free pure enzyme wells; activation, % at 5.96 µM; actives 0.073% (n = 340,000); AID 493087;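 active = activation above the mean of all tested compounds plus 3 SD, set per screening campaign, cut at about 17% in these data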
Target sequence (P14735 whole entry, looked up): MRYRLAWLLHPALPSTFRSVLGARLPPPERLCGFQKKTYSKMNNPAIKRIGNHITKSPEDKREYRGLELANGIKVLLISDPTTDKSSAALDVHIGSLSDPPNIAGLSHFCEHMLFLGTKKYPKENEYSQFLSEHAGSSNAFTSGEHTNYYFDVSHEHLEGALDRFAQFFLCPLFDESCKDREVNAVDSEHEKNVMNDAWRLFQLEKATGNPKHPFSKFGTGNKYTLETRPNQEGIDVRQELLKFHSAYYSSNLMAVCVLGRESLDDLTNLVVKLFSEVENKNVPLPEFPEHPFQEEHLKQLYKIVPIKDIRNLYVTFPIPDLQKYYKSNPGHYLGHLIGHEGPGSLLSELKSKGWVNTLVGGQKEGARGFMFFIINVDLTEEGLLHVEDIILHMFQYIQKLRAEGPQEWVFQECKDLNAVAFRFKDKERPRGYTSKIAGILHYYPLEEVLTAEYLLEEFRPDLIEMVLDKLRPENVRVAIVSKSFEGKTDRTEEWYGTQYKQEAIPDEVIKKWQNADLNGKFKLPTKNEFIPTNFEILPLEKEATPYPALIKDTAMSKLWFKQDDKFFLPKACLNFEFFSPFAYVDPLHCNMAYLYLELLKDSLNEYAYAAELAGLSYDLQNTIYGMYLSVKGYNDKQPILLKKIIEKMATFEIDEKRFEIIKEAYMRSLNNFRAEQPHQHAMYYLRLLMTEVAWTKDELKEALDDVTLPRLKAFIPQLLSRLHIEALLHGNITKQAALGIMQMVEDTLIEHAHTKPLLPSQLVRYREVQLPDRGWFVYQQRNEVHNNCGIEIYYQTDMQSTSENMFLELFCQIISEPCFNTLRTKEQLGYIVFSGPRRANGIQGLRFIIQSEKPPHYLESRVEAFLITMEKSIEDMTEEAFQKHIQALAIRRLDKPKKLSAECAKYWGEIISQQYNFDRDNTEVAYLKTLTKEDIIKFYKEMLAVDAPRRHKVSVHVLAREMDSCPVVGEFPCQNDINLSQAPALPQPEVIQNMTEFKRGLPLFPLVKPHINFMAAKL
VIM-2 inhibitor: inhibitors of Pseudomonas aeruginosa VIM-2 metallo-beta-lactamase. purified VIM-2, nitrocefin hydrolysis, epi-absorbance fluorescence. inhibition, % at 5.6 µM. actives 0.89% (n = 290,000);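 active = inhibition above the mean of all tested compounds plus 3 SD, cutoff set per screening run, cut at about 7.5% in these data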;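 also: red hydrolysis product quenches plate fluorescence so inhibitors raise well fluorescence; 0% = enzyme with DMSO and 100% = DMSO without enzyme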
FID counter: counter-screen for HCV NS3 helicase inhibitors: DNA intercalator displacement | DNA fluorescent intercalator displacement, fluorescence | inhibition, % at 7.9 µM | actives 0.17% (n = 290,000) | AID 1845; in the data active = inhibition above about 37%;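 also: 0% = vehicle and 100% = reference compound; higher means more ethidium bromide displaced from hairpin DNA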
IDE inh: inhibitors of human insulin-degrading enzyme in cells; P14735; inhibition, % at 5.59 µM; HEK cells, FAbetaB cleavage, fluorescence polarization; actives 0.41% (n = 320,000);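 active = percent inhibition above the average of all tested compounds plus 3 SD, set per screening campaign, cut at about 16% in these data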;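 also: IDE supplied by intact live HEK cells; FP after avidin binding of uncleaved biotin substrate so inhibition keeps polarization high; 0% = DMSO wells and 100% = 60 µM reference IDE inhibitor Ii1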
IMP-1 inhibitor: blocks Pseudomonas aeruginosa IMP-1 metallo-beta-lactamase | inhibition, % at 5.6 µM | purified IMP-1, nitrocefin hydrolysis, epi-absorbance fluorescence | AID 1556 | actives 0.45% (n = 290,000);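 active = inhibition above the mean plus 3 SD of all compounds in the same screening run, cut at about 4.5% in these data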;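 also: 0% = IMP-1 with DMSO and 100% = DMSO wells lacking enzyme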
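System: Purified IMP-1 | Read-out basis: Percent enzyme inhibition | Controls: IMP-1 with DMSO as 0%, enzyme-free DMSO as 100% | Replicates: One well per compound | Doses: 5.6 µM nominal single concentration | Detection: Epi-absorbance fluorescence, 480 nm excitation, 530 nm emission | Incubation: 25 °C, 15 min preincubation, 25 min reaction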
pCIP destab: p/CIP protein destabilization. F442A p/CIP-EGFP cells, EGFP fluorescence, 16 h. decrease of EGFP signal, % at 10 µM. actives 0.01% (n = 290,000). AID 1984;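 active = EGFP signal decrease of at least 30% at 10 µM or well 3 SD below plate mean, unless failing retest; inactive = the rest, including hits failing retest or dose response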; also: some compounds called inactive have numbers as strong as hits; many of its hits are not listed in these tables
* marks the source's active call; other numbers are inactive results; / = no result given.

SMILES	SUMO HTRF inh	HCV NS3 hel inh	PfM18AAP inh	IDE cell activ	VIM-2 inhibitor	FID counter	IDE inh	IMP-1 inhibitor	pCIP destab
O=C(NCC1COc2ccccc2O1)c1ccccc1 (stereo unspecified)	10	-1	-3	9	-4.5	-1	3	-2.5	4
O=C(NCc1ccc2c(c1)OCO2)c1ccc(COc2cc(Cl)ccc2Cl)o1	-23	-3	1	1	-0.1	-16	-1	-4.2	-24
COCCCNC(=S)Nc1ccc2nc(N3CCOCC3)cc(C)c2c1	14	11	4	4	-2.7	-10	1	-1.8	-1
CCc1cc(=O)oc2cc(OCC(=O)N3CCCc4ccccc43)ccc12	7	-2	-4	-3	-2.0	-14	3	-1.9	-1
Cc1ccc(S(=O)(=O)N(C)C)cc1NC(=O)CN1C(=O)NC2(CCCCCC2)C1=O	6	-15	-8	5	-0.5	-15	-4	-1.6	-5
CCN1CCN(C(C(=O)NC2CCCC2)c2cc3c(cc2[N+](=O)[O-])OCO3)CC1 (stereo unspecified)	7	19	20	7	1.6	3	6	-3.5	9
O=C(CN(Cc1ccc(F)cc1)C(=O)CCC(=O)Nc1ccccn1)NCCc1ccccc1	-3	-6	3	-2	-1.6	-37	-2	-2.8	5
CSc1nc2ccc3nc(NC(=O)c4ccc(C)cc4)sc3c2s1	30	0	-3	2	-2.4	0	1	-1.6	0
Cc1ccc2nc(C)cc(C(=O)OCC(=O)Nc3c(C)n(C)n(-c4ccccc4)c3=O)c2c1	16	12	4	5	-1.9	-17	0	-1.6	-1
Cc1cccc(-n2ccnc2SCC(=O)Nc2nccs2)c1C	6	-9	-2	-4	-3.7	-24	3	-4.0	-14
CC(=O)c1c(C)[nH]c(C(=O)NCc2ccccc2F)c1C	-7	3	2	-2	1.4	-4	-3	1.9	1
COc1cc(NC(=O)COC(=O)c2cc(S(=O)(=O)N3CCCCC3)ccc2Cl)c(C)cc1[N+](=O)[O-]	12	-5	-3	6	0.1	-10	-1	0.7	-15
Cc1cc(C(=O)Cn2nnc3ccccc3c2=O)c(C)n1Cc1cccs1	-3	-16	3	3	-2.4	-13	-2	-4.0	-17
CN(C)c1ccc(NC(=O)c2ccc3c(c2)nnn3C)cc1	1	-10	13	3	1.3	5	-2	-1.5	-10
CCCC1CC(C)(c2csc(Nc3ccc(OCC)cc3)n2)OC1=O (stereo unspecified)	-16	-17	3	-1	-1.1	-13	-8	0.9	-7
Cn1c2ccccc2n2c(=O)cc(-c3ccccc3)c(C#N)c12	10	2	-2	4	2.8	-5	-2	-0.8	-5
COc1ccc(N(CC(=O)NC2CCCC2)S(=O)(=O)c2ccc(NC(C)=O)cc2)cc1	-6	1	8	4	-3.5	-29	-1	-1.8	-9
COc1ccc(OC)c(NC(=O)CCOc2cccc(C)c2)c1	6	-15	-5	4	1.7	-28	-4	-1.6	-8
CC1=C(C(=O)Nc2ccccc2)C(c2cccnc2)n2ncnc2N1 (stereo unspecified)	-4	13	0	7	-1.8	0	-1	-3.6	-13
CC(C)(C)Nc1nc(Cl)nc(NCc2ccccc2)n1	16	-1	-20	1	-4.1	-25	3	-3.0	-12
CCOc1ccccc1C(=O)N1CCN=C1SCc1cccnc1	22	-4	8	-1	-1.8	-4	-3	-1.3	7
CC(C)Cc1csc(NC(=O)C(C)C)c1C(=O)O	16	-8	-16	4	-0.8	0	10	-3.0	-7
c1nc(N2CCOCC2)c2[nH]cnc2n1	/	-5	13	0	3.3	0	-3	-1.3	/
COc1ccc(O)c(/C=N/NC(=S)Nc2cccnc2)c1	-12	5	20	8	-2.3	-8	2	-3.6	4
Cc1nnc(SCCn2c(N3CCN(Cc4ccccc4)CC3)nc3c2c(=O)[nH]c(=O)n3C)s1	26	8	1	4	-4.0	-22	0	-4.6	-7

The listing continues.
SMILES	SUMO HTRF inh	HCV NS3 hel inh	PfM18AAP inh	IDE cell activ	VIM-2 inhibitor	FID counter	IDE inh	IMP-1 inhibitor	pCIP destab
O=C(NC1CC1)C1CCN(c2nc3ccccc3s2)CC1	-1	2	-1	-5	-5.3	-10	3	-3.1	2
COc1ccc(C2/C=C\CN(C(=O)c3ccccc3)[C@H](Cc3ccccc3)C(=O)N2Cc2ccc(F)cc2)cc1 (stereo partly specified)	-10	/	/	6	/	/	9	/	-5
CCCCN(C)CCCNC(=O)c1cccc(N2CCCC2=O)c1	-1	4	-18	5	-2.3	7	-3	-6.4	-1
CCNS(=O)(=O)c1c(C)cc(N2CCCC2=O)cc1C	12	0	-9	0	0.9	-2	-1	-2.0	-12
CC1Nc2ccc(C(=O)NC3CCCCC3)cc2NC1=O (stereo unspecified)	14	3	23	-3	-0.2	-8	0	-1.7	-12
c1ccc(CCN2CCN(c3ncnc4c3cnn4-c3ccccc3)CC2)cc1	-25	-13	-2	-4	-0.7	-9	-1	-3.5	-2
Cc1cc(C(=O)N/N=C\c2ccc(COc3ccc([N+](=O)[O-])cc3)o2)ccc1[N+](=O)[O-]	34	6	-10	5	-1.8	-2	5	-3.0	-5
COc1cccc(CN(C(=O)c2cccc(OC)c2)C2CCS(=O)(=O)C2)c1 (stereo unspecified)	5	5	4	1	-1.9	-23	3	-2.2	-3
Cc1cc(C)n2ncc(C(=O)NCc3ccccc3)c2n1	2	-1	-1	8	-2.4	-11	2	-4.0	-6
CCCCn1c(NCc2ccc3c(c2)OCO3)nc2ccccc21	-6	-10	-4	2	-1.6	8	-2	2.5	9
Cc1cc(Br)ccc1SCC(=O)OCC(=O)Nc1ccccc1C#N	-7	2	4	0	-2.9	-11	3	-4.3	7
CC(NC(=O)c1cccnc1)C(c1ccccc1)N1CCN(C)CC1 (stereo unspecified)	12	7	9	7	-2.2	0	-1	-7.0	-8
CC(=O)Nc1ccc(NC(=O)CSc2nnc(-c3ccc(NS(C)(=O)=O)cc3)n2C)cc1C	3	-2	10	0	-1.3	-6	-5	-2.9	1
COc1ccc(Cc2nc3ccc(C(=O)N4CCCN(C=O)CC4)cc3o2)cc1	2	0	-10	-1	2.0	-15	1	-1.2	-2
O=C(COC(=O)COc1ccc(Br)cc1)Nc1cccnc1Cl	-18	-2	-9	0	-0.1	-3	4	0.5	-4
Cn1c(=O)n(C)c2cc(NC(=O)COc3ccccc3)ccc21	3	10	-4	3	0.0	-4	-3	0.5	-4
COc1cc(-c2nc(S(=O)(=O)c3ccc(C)cc3)c(N3CCOCC3)o2)cc(OC)c1OC	-4	-4	-25	4	-3.5	10	-1	-3.3	13
Cc1cc(C)cc(-n2c(N)c(C(=O)Nc3c(C)n(C)n(-c4ccccc4)c3=O)c3nc4ccccc4nc32)c1	-3	13	-12	0	-2.4	-10	3	-3.0	-1
COCC(C)n1c(C)cc(C(=O)COC(=O)C2=NN(c3ccccc3)C(=O)CC2)c1C (stereo unspecified)	-2	13	1	10	-3.2	-27	-3	-4.5	2
CC1(C)Cc2c(sc3c4nnnn4c4nnnn4c23)CO1	23	12	1	/	-2.6	-4	/	-3.1	-1
Cc1ccccc1NC(=S)N1CCOCC1	-3	2	3	6	-1.2	-5	0	-4.5	1
O=C(O)CSc1ncnc2c1sc1nc(-c3ccccc3)c3c(c12)CCC3	-162	31	0	2	-1.8	-16	0	9.4*	-3
O=C(Nc1cc(C(F)(F)F)ccc1N1CCCCC1)c1ccco1	15	-6	1	4	-0.9	-5	1	0.3	4
Cc1ccc(NC(=O)Cc2n[nH]c(=S)n2C)cc1	-9	7	8	2	-3.1	9	-2	-4.4	1
O=C(c1ccc(Cl)c(NC2=NC3CS(=O)(=O)CC3S2)c1)N1CCN(c2ccc(F)cc2)CC1 (stereo unspecified)	/	-6	-6	-4	-4.0	-39	7	-1.7	15

As entered above:
pCIP destab, CC(=O)Nc1ccc(NC(=O)CSc2nnc(-c3ccc(NS(C)(=O)=O)cc3)n2C)cc1C → 1
pCIP destab, COc1ccc(C2/C=C\CN(C(=O)c3ccccc3)[C@H](Cc3ccccc3)C(=O)N2Cc2ccc(F)cc2)cc1 (stereo partly specified) → -5
IDE cell activ, Cc1ccc(NC(=O)Cc2n[nH]c(=S)n2C)cc1 → 2
FID counter, CC1(C)Cc2c(sc3c4nnnn4c4nnnn4c23)CO1 → -4

Returning to the listing with the two entries that preceded the break.
SMILES	SUMO HTRF inh	HCV NS3 hel inh	PfM18AAP inh	IDE cell activ	VIM-2 inhibitor	FID counter	IDE inh	IMP-1 inhibitor	pCIP destab
Cc1ccc(NC(=O)Cc2n[nH]c(=S)n2C)cc1	-9	7	8	2	-3.1	9	-2	-4.4	1
O=C(c1ccc(Cl)c(NC2=NC3CS(=O)(=O)CC3S2)c1)N1CCN(c2ccc(F)cc2)CC1 (stereo unspecified)	/	-6	-6	-4	-4.0	-39	7	-1.7	15
CCC(C)n1c(=S)[nH]c2c(sc3ccc([N+](=O)[O-])cc32)c1=O (stereo unspecified)	9	10	-2	0	-3.4	3	2	-6.2	-19
O=C(NC1CCCN(c2ccc(C(F)(F)F)cn2)C1)c1ccncc1 (stereo unspecified)	0	11	4	7	-2.3	-9	3	-2.6	1
Cn1c(COc2ccccc2)nnc1SCC(=O)NC1CCCC1	5	4	0	2	-1.3	-14	5	-3.1	-8
O=C(COC(=O)C1CCCN1C(=O)C12CC3CC(CC(C3)C1)C2)c1ccc(Br)cc1 (stereo unspecified)	-16	1	-1	2	-1.1	-5	5	-1.8	3
CSc1cccc(CN2CCCC(CNC(=O)c3ccc(F)cc3)C2)c1 (stereo unspecified)	-7	-12	-1	4	-1.2	4	3	-1.5	-10
CC1(C)NC(=O)N(CC(O)COc2ccccc2-c2ccccc2)C1=O (stereo unspecified)	4	-4	2	1	-3.4	-10	2	-1.7	3
COc1cc(C2C=C(C34CC5CC(CC(C5)C3)C4)NC(=S)N2)cc(OC)c1OC (stereo unspecified)	-25	4	-6	3	-4.9	-33	0	-6.1	-9
COc1cccc(C(Nc2ccccn2)c2oc(CO)cc(=O)c2O)c1 (stereo unspecified)	-11	4	-7	0	2.7	-32	3	-0.4	2
CCOC(=O)CNC(=O)CSc1nnc(COc2ccc(Cl)cc2)n1CC	7	3	1	-1	-5.4	-33	-3	-3.9	5
CC(C)(C)C(=O)Nc1nc2c(c(=O)[nH]1)CCCC2	13	5	3	5	-1.6	0	-4	-4.1	9
O=C(N/N=C/c1ccc(OCC2COCCO2)cc1)c1ccc(Br)cc1 (stereo unspecified)	11	-1	8	-3	-3.5	-20	-4	-2.3	-7
O=C(NCCCn1ccnc1)C1CCCN(S(=O)(=O)c2ccc(F)cc2)C1 (stereo unspecified)	21	11	-19	2	0.7	12	-1	-0.2	-8
CCN(CC)CCN1C(=O)C2C(C(=O)Nc3cccc(SC)c3)C3C=CC2(O3)C1C(=O)NC1CCCC(C)C1C (stereo unspecified)	-3	-27	1	1	-1.2	13	1	-1.7	7
COc1ccc(Br)cc1CNC(=O)CCC(=O)N1CCSc2ccccc21	-5	-30	3	4	0.6	-33	-3	-2.3	-2
CCOc1ccc(N(CC(=O)Nc2ccc(C)c(Cl)c2)S(C)(=O)=O)cc1	-5	-24	-1	-1	-1.1	-20	-3	1.0	-1
Cc1cccn2c(=O)c(C=O)c(NCc3ccccc3)nc12	30	6	-12	/	-0.5	-7	1	-0.3	-4
